mcGAS MS inh = blocks mouse cGAS cGAMP production; recombinant mouse cGAS, cGAMP by RapidFire MS; inhibition, % at 12.5 µM; hit rate 0.18% among 130,000;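 active = inhibition of cGAS enzyme activity at or above 60%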;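 also: enzyme stimulated by 45 bp dsDNA with ATP and GTP substrates; cGAMP share of summed cGAMP plus half ATP and half GTP signals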
Target sequence (Q8C6L5 whole entry, looked up): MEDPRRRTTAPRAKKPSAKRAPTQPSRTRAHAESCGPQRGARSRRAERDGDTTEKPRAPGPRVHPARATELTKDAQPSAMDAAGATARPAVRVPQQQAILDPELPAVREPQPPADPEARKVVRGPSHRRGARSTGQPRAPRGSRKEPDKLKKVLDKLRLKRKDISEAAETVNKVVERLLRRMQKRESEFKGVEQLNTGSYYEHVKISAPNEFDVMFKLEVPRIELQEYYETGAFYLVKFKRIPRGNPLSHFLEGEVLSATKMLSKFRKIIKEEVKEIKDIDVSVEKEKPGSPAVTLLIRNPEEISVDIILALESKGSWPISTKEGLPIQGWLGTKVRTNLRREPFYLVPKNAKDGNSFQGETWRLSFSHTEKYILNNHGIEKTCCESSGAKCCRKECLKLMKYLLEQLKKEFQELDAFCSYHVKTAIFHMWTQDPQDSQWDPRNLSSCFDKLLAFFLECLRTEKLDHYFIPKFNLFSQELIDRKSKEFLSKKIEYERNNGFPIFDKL
An asterisk follows results filed as active; & = joins results of further samples. Some of the compounds tested; count on the stated rates, not on these rows.

| SMILES | mcGAS MS inh |
| --- | --- |
| c1ccc(C2Nc3ccccc3-c3nc4ccccc4n32)cc1 (stereo not given) | -5 |
| Cc1cc(C(F)(F)F)nn1CC(=O)NCCc1ccccc1 | -5 |
| Cc1noc(C)c1CNS(=O)(=O)Cc1ccc(Cl)nc1 | -6 |
| Cc1cc(C)cc(NC(=O)Cc2csc(NC(=O)c3cccs3)n2)c1 | 1 |
| COC(=O)C12C=CC(=O)C1C1C=CC2C1 (stereo not given) | -13 |
| CCCC(=O)Nc1cc(C(=O)N(C)CC2COc3ccccc3O2)ccc1C (stereo not given) | -24 |
| CN(C)CCCN1c2ccccc2CCc2ccc(Cl)cc21 | -3&-1 |
| CN1CCC(NC(=O)CCc2ncc(-c3ccc(F)cc3)o2)CC1 | -9 |
| Cc1cccc(C(=O)NCCn2c(C)cc3ccccc32)c1 | -10 |
| CN(C)Nc1ccc(S(N)(=O)=O)cc1[N+](=O)[O-] | -8 |
| CCCCN(C(=O)CCSC)c1c(N)n(CCC)c(=O)[nH]c1=O | -9 |
| Cn1cnc(S(=O)(=O)Nc2cc3c(cc2C(=O)O)OCCO3)c1Cl | 15 |
| CC(C)COC1CCN(C(=O)C(=O)Nc2nccs2)CC1 | -9 |
| O=S(=O)(NCc1cccs1)c1cc(Br)ccc1Br | -12 |
| COCCN(Cc1ccc(C)o1)C(=O)Nc1ccc(F)cc1C | 16 |
| Cc1c(C)[n+]([O-])c(-c2ccc([N+](=O)[O-])cc2)n1O | 0 |
| O=C(c1ccccc1)c1ccc2c(c1)OC=CO2 | -3 |
| C=CCn1c(=O)c2c(nc3n2CC(C)CN3c2ccc(C)cc2)n(C)c1=O (stereo not given) | -5 |
| CCn1c(=O)c2c(nc3n(-c4ccc(Br)cc4)c(C)c(C)n23)n(C)c1=O | -2 |
| CCOC(=O)NC(=O)CN1CCCc2cc(C)ccc21 | 16 |
| Cn1c(SCC(=O)Nc2sc3c(c2C#N)CCC3)nnc1C1CC1 | 4 |
| CCCC(CCC)C(=O)NNc1cc(=O)c2c(=O)n(C)c(=O)n(C)c2[nH]1 | -19 |
| Cc1ccc(NC(=O)CN(CCO)S(=O)(=O)c2ccc(Cl)cc2)c(C)c1 | 16 |
| COc1ccccc1Cn1c(C)c(C(=O)NCc2ccc(C(F)(F)F)cc2)sc1=O | -4 |
| CCN(Cc1ccccc1)C(=O)CCN1CC=CCC1 | -18 |
| O=C(O)C1CCCN(c2nc(Cc3ccccc3)ns2)C1 (stereo not given) | 0 |
| COc1ccc(OC)c(C(=O)N2CCC(OCCN(C)C)CC2)c1 | -45 |
| O=C(CCNS(=O)(=O)c1ccc(Br)cc1)N1CC(n2cncn2)C1 | -5 |
| O=C(CCC1CCCC1)Nc1cc(N2CCCS2(=O)=O)ccc1O | 0 |
| O=C/C=C/c1ccc(O)cc1 | -10 |
| CC(C)C(NCc1ccc(OCC#N)cc1)c1cccs1 (stereo not given) | -13 |
| CN(Cc1ccsc1)C(=O)c1ccccc1-c1ncc[nH]1 | -22 |
| COc1cc(C=C(C#N)C(N)=O)cc(OC)c1O | 32 |
| O=C(O)c1ccc(-c2cc(NC3CCCC3)nc3[nH]ccc23)nc1 | 9 |
| CN1CC2(CCN(C(=O)c3cnc4c(c3)nnn4C)C2)OC1=O (stereo not given) | -13 |
| Fc1ccc(CNc2ccc(CNc3ncn[nH]3)cc2)cc1 | 1 |
| N#Cc1ccc(OCC(=O)Nc2ccc(Br)cn2)cc1 | -15 |
| C=CCn1c(NN=Cc2ccc(OCC)cc2)nc2c1c(=O)n(C)c(=O)n2C | -1 |
| Cc1nc(-n2nnc(C(=O)N3CCN(c4ccccc4O)CC3)c2C)sc1C | 8 |
| CN(C(=O)CC1(CC(=O)O)CCCCC1)C1CCOCC1 | -5 |
| O=C(C1=CCCC1)N1CCCC(N2CCN(Cc3ccc4c(c3)OCO4)CC2)C1 (stereo not given) | -6&-4 |
| CCOC(=O)O[C@]1(C(=O)OCCl)CC[C@H]2[C@@H]3CCC4=CC(=O)C=C[C@]4(C)[C@H]3[C@@H](O)C[C@@]21C | -10 |
| CCOC(=O)c1c(C(C)(C)C)oc2ccc(OC(=O)N3CCOCC3)cc12 | -7 |
| NC(=O)NC(=O)CC1Nc2ccccc2NC1=O (stereo not given) | -8 |
| CC1N=C(C(=O)N(C)Cc2cccs2)NN(c2ccccc2)C1=O (stereo not given) | -9 |
| c1ccc(CCc2nc(-c3ccc(C4CCCO4)s3)n[nH]2)cc1 (stereo not given) | -10 |
| COCCN1C(=O)COCc2cc(-c3cccc(O)c3)ccc21 | -5 |
| O=C(Cc1ccc(N2CCCC2=O)cc1)NOC1CCCCO1 (stereo not given) | -31 |
| Cc1nc(-c2ccc(NC(=O)COC3CCCCC3)cc2)cs1 | -5 |
| Cc1cccc(OC2CN(C(=O)c3ccc(Cn4ccnc4)o3)C2)c1 | -9 |
| N#Cc1ncn(Cc2nc(N)nc(Nc3ccccc3)n2)n1 | -4 |
| CC(NC(=O)Cn1ncc(N2CCCC2)cc1=O)c1ccccc1 (stereo not given) | 3 |
| COc1ccc(NC(C)C(=O)N2CCc3sccc3C2)c(OC)c1 (stereo not given) | 8 |
| CCOc1ccc(S(=O)(=O)N(C)C)cc1NC(=O)N(C)CC(C)(C)O | -5 |
| CCNc1cc(C)nc(N2CCN(C(=O)c3ccc(-c4ccccc4)cc3)CC2)n1 | -12 |
| O=C1COCc2ccc(-c3cccnc3)cc2N1CC1CC1 | -12 |
| Cn1c(=O)c2c(nc(N3CCNCC3)n2CC(N)=O)n(C)c1=O | -7 |
| O=C(NC(C(=O)OCC(=O)N1CCN(C23CC4CC(CC(C4)C2)C3)CC1)c1ccccc1)c1ccccc1 (stereo not given) | -8 |
| O=C(c1ccccc1)C1CCCN(Cc2nc(-c3ccc(C(F)(F)F)cc3)no2)C1 (stereo not given) | -6 |
| OC(c1ccccc1)(c1ccccc1)c1ccc(CN(Cc2ccsc2)CC2CCCO2)o1 (stereo not given) | -4 |

Next compounds.
smiles | mcGAS MS inh
CCOC(=O)N1CCc2c(sc(NC(=O)c3cccc(OC)c3)c2-c2nc3ccccc3s2)C1 | -8
Cc1nc(C(F)(F)F)nc(N2CCC(c3ccccc3C(=O)O)C2)c1C (stereo not given) | -7
Cc1ccc(F)c(NC(=O)CCc2nc(C(C)C)no2)c1 | -2
CCCCc1ncc(-c2nccn2CC(F)(F)F)[nH]1 | -15
COc1cc(C)c(C(C)NC(=O)c2ccc(F)cc2Cl)cc1OC (stereo not given) | 5
CN1CCN(c2nc(-c3ccc(F)cc3)cc(C(F)(F)F)n2)CC1 | 11
Cc1cc(C(=O)N(C)CCOCC2CC2)ccc1F | -5
CNC(=O)CSc1ncc(-c2ccc(Br)cc2)n1CCOC | -2
Cc1c(C(=O)Nc2ccc(N3CCCC3)c(F)c2)oc2c1C(=O)CCC2 | -4
COc1ccc(Cc2noc(C3(C)CC3)n2)cc1 | 1
Cc1ccccc1C1c2[nH]c3ccccc3c2CCN1C(=O)CCc1ccco1 (stereo not given) | 11
Cc1ccsc1C(=O)N(Cc1ccccc1)CC(C)CO (stereo not given) | -3
Cc1[nH]cc[n+]1CC1CCC2C(C1=O)c1ccccc1N2C (stereo not given) | -4
O=C(CSc1cccc[n+]1[O-])C12CC3CC(CC(C3)C1)C2 | -22
S=C(Nc1ccccn1)Nc1ccccn1 | -9
Cc1cc(C)n(CCCN(C)C(=O)c2csc(-c3cccs3)n2)n1 | -8
CCOC(=O)N1CCN(Cc2cc3n(n2)CCNC3)CC1 | -5
O=C(CCCn1cncn1)N1CCc2c(nc(-c3ccccc3)[nH]c2=O)C1 | -50
CC(C)[C@H](NS(=O)(=O)c1ccc(-c2ccc(Br)cc2)cc1)C(=O)O | -12
COC(=O)CNC(=O)COC(=O)c1ccc(C#N)cc1 | -7
Nc1nc(-c2sc3nc4c(cc3c2N)CCCCC4)nc(N2CCOCC2)n1 | -6
O=C(CSCc1cc(-c2ccc(Cl)cc2Cl)no1)N1CCOCC1 | -6
CS(=O)(=O)Nc1ccc(NC(=O)CCNS(=O)(=O)c2ccc(F)cc2)cc1 | -6
CCC(Sc1nnc2ccccn12)C(=O)Nc1cc(C)on1 (stereo not given) | -5

Arranged by value in mcGAS MS inh (descending): some entries from above
smiles | mcGAS MS inh
CCC(Sc1nnc2ccccn12)C(=O)Nc1cc(C)on1 (stereo not given) | -5
O=C(CSCc1cc(-c2ccc(Cl)cc2Cl)no1)N1CCOCC1 | -6
Cc1cc(C)n(CCCN(C)C(=O)c2csc(-c3cccs3)n2)n1 | -8
S=C(Nc1ccccn1)Nc1ccccn1 | -9
CC(C)[C@H](NS(=O)(=O)c1ccc(-c2ccc(Br)cc2)cc1)C(=O)O | -12
O=C(CCCn1cncn1)N1CCc2c(nc(-c3ccccc3)[nH]c2=O)C1 | -50

(list continues)
smiles | mcGAS MS inh
CN1CCCn2nc(C(=O)N(C)C3Cc4ccccc4C3)cc2C1 | 0
CCCn1ccnc1C1CC(=O)Nc2c1c(C)nn2CCC(C)C (stereo not given) | -10
COCC(=O)Nc1ccc(-c2cccc(C(F)(F)F)c2)cc1C(=O)OC | -2
COc1cccc(-n2nc(C(=O)O)c(=O)n(Cc3cccc(C)c3)c2=O)c1 | -9
O=C(C1CCC1)N1C[C@@H](O)[C@H](NCc2ccccn2)C1 | -5
CC(C)C(CCO)Nc1ccc(C#N)cc1F (stereo not given) | -10
CCCCN(C)C(=O)c1sc(=O)n(Cc2ccc(C)cc2)c1C | -5
COC(=O)c1ccc(N2C(=O)CC(NCc3ccc(S(N)(=O)=O)cc3)C2=O)cc1 (stereo not given) | -4
Cc1ccccc1C1(O)CCN(C(=O)CCc2cn3ccccc3n2)C1 (stereo not given) | -23
CC(C)c1cc(N(C)CCCN2CCOCC2)n[nH]1 | -1
CCN(Cc1ccccc1F)C(=O)c1cnc(-c2ccccn2)nc1 | -12
Cc1cccc(NC(=O)NNC(=O)c2cccn(Cc3cccc(Cl)c3)c2=O)c1 | -5
O=C(Nc1ncc(-c2ccccc2)s1)C1CSCCS1 (stereo not given) | -7
O=C(NCc1cccnc1Oc1ccccc1F)c1ccc2cccnc2n1 | -4
CCNC(=O)CNC(=O)COc1ccc(Cl)cc1Cl | 0
CC1=NN(C(=O)CC#N)C(O)(c2ccc(Br)cc2)C1 (stereo not given) | 4
COC(=O)c1ccc(-c2noc(CN3CCC(C(O)c4cccs4)CC3)n2)cc1 (stereo not given) | 2
C=C(C)Cn1c(=O)c2c(nc3n(CCOC)c(C)cn23)n(C)c1=O | 2
Cc1cccn2c(=O)nc(SCC(=O)N(C(C)C)C(C)C)nc12 | -7
COc1ccccc1OCc1cc(C(=O)N2CCN(C)C(c3ccccc3)C2)no1 (stereo not given) | 0
Cc1cc(CN(C)S(=O)(=O)Cc2c(Cl)cccc2Cl)no1 | 2
Cc1oc(-c2cccs2)nc1CN1CCN(C(=O)c2ccco2)CC1 | 7
O=C(C=Cc1cccs1)NNC(=O)c1ccccc1F | -4
Nc1nnc(SCC2CC2)s1 | -4
Cc1cc(S(=O)(=O)Nc2ccccc2C(=O)N2CCC(C(N)=O)CC2)c(C)s1 | -3
Cc1nn(CC(=O)N(C)C)c(C)c1[N+](=O)[O-] | 38
O=C(Cc1ccccc1)Nc1nnc(SCc2ccccc2)s1 | -7
N#CC(=Cc1ccco1)c1nc2ccccc2[nH]1 | -9
COc1ccc(C(=O)N2CC[C@@H](c3ccc(F)cc3)[C@H](O)C2)c(O)c1 | -32
CCN1CCc2ccc(NC(=O)N(C)Cc3c(C)noc3C)cc21 | -8
O=C(CC1NC(=O)c2ccccc21)NCCC1=CCCCC1 (stereo not given) | -5
CCCc1ccc(C(=O)CCC(=O)N2CCCN3CCCC3C2)cc1 (stereo not given) | -3
Cc1ccsc1-c1cn(CC(CO)Cc2ccco2)nn1 (stereo not given) | 1
CC(C)N(CC(N)=O)CC(=O)Nc1ccc2oc3ccccc3c2c1 | -8
O=C1COc2ccc(S(=O)(=O)N3CCN(c4ccccc4)CC3)c3c2N1CCC3 | -7
CC(C)Cc1cn(C2CCN(c3cncc(C(=O)N4CCCC4)n3)CC2)nn1 | -23
O=C(NC1CCCCC1)C1CC(=O)N(C2CCCCCC2)C1 (stereo not given) | -5
CN(c1cccc2ccccc12)S(=O)(=O)c1ccc2c(c1)CCC2 | -7
COc1ccccc1/C=C/C=C1\N=C(c2ccc(Br)cc2)OC1=O | -10
CC(C)OCc1ccc(CNC(=O)c2ccccc2F)cc1 | -1
Cc1nnc(NC(C)c2ccc(N3CCN(C)CC3)cc2)c(C#N)c1C (stereo not given) | 4
O=S(=O)(NN=Cc1ccc2c(c1)OCCO2)c1ccc(Br)cc1 | -7
Cc1ccc(S(=O)(=O)NCl)cc1 | 3
c1cc(-c2nccn2CCC2CCCCO2)cc(-n2cccn2)c1 (stereo not given) | -4
O=S1(=O)NC(c2cccc(Br)c2)Nc2ccccc21 (stereo not given) | -4
CCOC(=O)N1CCC(N2C[C@H](N(C)C)C[C@H]2C(=O)OC)CC1 | -23
CC1(C)NC(=O)N(CCOc2ccc(-c3ccccc3)cc2)C1=O | -12
Cn1c(=O)[nH]c(=O)c2c1nc(Sc1ccccc1)n2Cc1ccccc1 | -1
CCOc1ccc(C2Nc3ccccc3C(=O)N2Cc2ccco2)cc1 (stereo not given) | -7
O=C(c1c(-c2ccc(Br)cc2)c2ccccc2[nH]c1=O)C(F)(F)F | 3
OB(O)c1ccccc1-n1cccn1 | -6
Cc1ccc(F)c(S(=O)(=O)NC(=O)C2(C)CCN2C(=O)Cc2ccsc2)c1 (stereo not given) | -5
CCN(Cc1ccc(OC)c(OC)c1)Cc1cc(Cl)c2c(c1)OCCO2 | -5
COc1ccccc1C(=O)NCC1CCC2(CC1)OCCO2 | -4
Cc1cc(=O)[nH]c(-n2nc(C3CC3)cc2NC(=O)c2cccs2)n1 | -9
CCN1CCN(c2nc(N)c([N+](=O)[O-])c(NCc3ccco3)n2)CC1 | -15

Given as labelled records: entries from further up.
Compound: CCOc1ccc(C2Nc3ccccc3C(=O)N2Cc2ccco2)cc1 (stereo not given)
  mcGAS MS inh = -7

Compound: O=C(c1c(-c2ccc(Br)cc2)c2ccccc2[nH]c1=O)C(F)(F)F
  mcGAS MS inh = 3

Compound: OB(O)c1ccccc1-n1cccn1
  mcGAS MS inh = -6

Compound: Cc1ccc(F)c(S(=O)(=O)NC(=O)C2(C)CCN2C(=O)Cc2ccsc2)c1 (stereo not given)
  mcGAS MS inh = -5

Compound activity from PubChem.
